Screens: PubChem, several laboratories
HTR5A ag: activates human HTR5A in OPRM1-OPRD1 agonist counter-screen; P47898; activation, % at 9.3 µM; HTR5A agonist assay, luminescence, cell-based; 0.61% of 340,000 active; in the data active means activation mostly above about 9.5%, no sharp cut-off; inactive means mostly below about 7.6%;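 further: 0% = cells with vehicle only and 100% = reference agonist; strong numbers were not always called active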
RTF Ca sens act: cardiac RTF calcium sensitization | P19429+P45379 | IANBD-labeled TnC RTF fluorescence at EC20 calcium; 0% EC20 calcium, 100% full calcium | activation, % at 7.2 µM | 0.24% of 340,000 active | AID 493008;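 active means activation above the mean over all tested compounds plus 3 SD, cut at about 30% in these data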;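 further: rise in fluorescence read as greater calcium sensitivity of cardiac thin filaments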
SR-BI uptake up: enhances SR-BI lipid uptake from DiI-HDL; 0.096% of 320,000 active; activation, % at 12.5 µM; CHO ldlA[mSR-BI] cells, DiI-HDL uptake fluorescence, 3 h; 100 = double the neutral-control signal;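 active means mean replicate activation of at least 60% and every replicate at or above 60%; inconclusive means mean or all-replicate condition met, but not both; inactive means mean below 60% and not all replicates reaching 60%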;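 further: 0% = median plate neutral-control signal and 100% = twice that signal; values of inactives mirror those of a sister screen read the other way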
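Material: SR-BI-overexpressing, LDLR-lacking CHO cells; schedule: compound exposure 3 h, 37 °C; reagent: DiI-labelled HDL at 10 µg/mL final; technique: bottom-read fluorescence, 550/595 nm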
PvdQ acylase: blocks Pseudomonas aeruginosa PvdQ acylase activity; 0.063% of 340,000 active; purified PvdQ acylase, fluorescence plate reader; inhibition, % at 10 µM; in the data active means inhibition above about 30%, passing the limit was not always enough; inconclusive means no clear call, values can overlap the other calls;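 further: 0% = vehicle neutral wells and 100% = reference inhibitor wells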
SR-BI HDL uptake: blocks mouse SR-BI lipid uptake from DiI-HDL; Q61009; ldlA[mSR-BI] CHO cells, DiI-HDL uptake fluorescence, 3 h; inhibition, % at 12.5 µM; 0.96% of 320,000 active;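 active means mean replicate inhibition of at least 70% and a set share of replicates each scoring 70 or more; inconclusive means meets just one of the two criteria; inactive means fails both criteria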;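 further: 0% = median of neutral control wells and 100% = median of positive control wells; values of inactives mirror those of a sister screen read the other way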
Target sequence (Q61009 whole entry, looked up): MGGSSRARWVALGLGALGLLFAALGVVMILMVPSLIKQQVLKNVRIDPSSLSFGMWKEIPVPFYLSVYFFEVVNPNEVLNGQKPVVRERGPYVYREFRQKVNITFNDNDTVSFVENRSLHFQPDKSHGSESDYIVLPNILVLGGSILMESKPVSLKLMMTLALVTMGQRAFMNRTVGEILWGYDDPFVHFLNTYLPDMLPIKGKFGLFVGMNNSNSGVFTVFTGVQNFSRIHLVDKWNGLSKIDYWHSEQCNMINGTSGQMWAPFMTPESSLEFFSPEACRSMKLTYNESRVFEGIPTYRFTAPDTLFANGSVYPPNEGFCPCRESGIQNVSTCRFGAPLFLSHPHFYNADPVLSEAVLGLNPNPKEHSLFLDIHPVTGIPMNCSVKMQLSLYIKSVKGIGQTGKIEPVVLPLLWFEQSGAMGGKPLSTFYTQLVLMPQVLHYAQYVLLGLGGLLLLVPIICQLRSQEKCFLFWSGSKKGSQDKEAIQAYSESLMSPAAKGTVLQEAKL
Wnt bcat act: Wnt/beta-catenin pathway activation. Wnt/beta-catenin reporter cell assay, activator, plate reader. activation, % at 9.35 µM. 1.2% of 300,000 active. AID 743398; in the data active means activation above about 30%, passing the limit was not always enough; inconclusive means no clear call, values can overlap the other calls;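 further: 0% = neutral control wells and 100% = positive control wells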
dFosB activator: mouse delta FosB homodimer activation | activation, % at 25 µM | P13346 | 0.99% of 340,000 active | purified delta FosB, TAMRA-CDK5 oligo fluorescence polarization; percent of positive-control signal above neutral wells;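 active means mean activation above about 17%, with every replicate also reaching it, limit read from the data, passing the limit was not always enough; inconclusive means only one of the two conditions met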;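 further: fluorescence polarization rise as delta FosB binds a TAMRA Cdk5 AP-1 oligo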
Target sequence (P13346 whole entry, looked up): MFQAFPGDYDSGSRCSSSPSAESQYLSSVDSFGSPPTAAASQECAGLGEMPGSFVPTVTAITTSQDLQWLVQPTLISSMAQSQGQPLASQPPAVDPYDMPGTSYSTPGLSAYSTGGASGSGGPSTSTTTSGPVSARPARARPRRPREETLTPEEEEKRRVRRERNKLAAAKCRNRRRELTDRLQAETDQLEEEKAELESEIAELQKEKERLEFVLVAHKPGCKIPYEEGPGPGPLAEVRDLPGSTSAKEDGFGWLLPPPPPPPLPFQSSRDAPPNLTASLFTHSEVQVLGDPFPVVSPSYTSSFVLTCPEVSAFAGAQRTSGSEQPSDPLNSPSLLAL
Rtt109 HAT inh: blocks Candida albicans Rtt109/Vps75 acetyltransferase activity; purified Rtt109/Vps75, ThioGlo CoA-SH fluorescence, 4 h; inhibition, % at 34.9 µM; 0.16% of 330,000 active; AID 540336;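 active means inhibition of at least 50% in every replicate; inconclusive means best replicate reaches 50% inhibition but some replicates fall short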
CDK5 p35 inh: CDK5/p35 (human) kinase inhibition | Q00535+Q15078 | Recombinant CDK5/p35, ADP-Glo luminescence, 60 min | inhibition, % at 10 µM | 0.01% of 330,000 active | AID 488839;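 active means highest replicate inhibition of at least 50% and at least 75% of replicates reaching 50%; inconclusive means only one of the two criteria met; inactive means both criteria failed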;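 further: plate controls were DMSO neutral control for no effect and GW8510 at 10 µM for full effect; many of its hits are not listed in these tables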
MITF act: increases MITF-driven TRPM1 promoter luciferase signal; AID 588334; 0.75% of 300,000 active; SK-MEL-5 TRPM1-promoter luciferase, 24 h; % of positive control, neutral wells = 0; activation, % at 12.5 µM;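 active means mean activation of at least 80% with every replicate also reaching 80%; inconclusive means mean reaches 80% but some replicate falls short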;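 further: 0% = neutral control wells and 100% = parthenolide positive control wells; values of inactives mirror those of a sister screen read the other way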
Active calls of the source: *; ? = inconclusive; / = not tested or not shown.

Each structure is followed by: HTR5A ag	RTF Ca sens act	SR-BI uptake up	PvdQ acylase	SR-BI HDL uptake	Wnt bcat act	dFosB activator	Rtt109 HAT inh	CDK5 p35 inh	MITF act
1	Cc1cc(Nc2ccccc2Cl)n2nnnc2n1
    -0.1	6.5	26.8	-13.0	-26.8	/	-7.6	2.5	-0.3	/
2	CCc1cc(CNC(=O)c2cc(COc3ccc(C)nc3)on2)on1
    4.8	-3.4	4.8	-15.8	-4.8	22.0	2.6	-7.4	-4.4	35.2
3	COc1ccc(S(=O)(=O)N2CCC(C(=O)NCc3cccnc3)CC2)cc1OC
    5.7	-2.0	7.1	-12.2	-7.1	1.1	1.5	-2.5	0.4	-2.2
4	NC(=O)C1CCN(C(=O)CN2CCc3ccccc32)CC1
    4.4	-0.1	9.7	4.4	-9.7	-0.5	5.3	9.8	0.1	0.1
5	C=CCn1c(SCC(=O)NCc2cccs2)nnc1C1CCCCC1
    2.9	5.2	10.4	-2.6	-10.4	-4.9	-5.3	16.0	0.6	-0.9
6	O=C(CC1SC(N2CCCC2)=NC1=O)Nc1ccc(C(=O)NCc2ccc(F)cc2)cc1 (stereo not given)
    3.1	-2.9	-12.9	1.1	12.9	2.9	-8.0	10.1	0.8	-3.0
7	CC(NC(=O)[C@H](NC(=O)[C@@H]1Cc2ccccc2CN1)c1ccccc1)c1ccccc1 (stereo not given in full)
    4.0	1.7	-2.1	-10.0	2.1	-0.8	-5.7	4.8	-1.3	2.4
8	COc1cccc(CNC(=O)N2CCN(c3ccccc3C)CC2)c1
    3.0	-5.7	/	4.3	/	-1.8	2.9	8.5	-2.5	8.5
9	CC(C)n1c(SCC(N)=O)nc2c1c(=O)[nH]c(=O)n2C
    -5.3	0.6	9.5	-12.8	-9.5	/	6.2	-3.4	-0.4	-8.0
10	COc1cc(SC)ccc1C(=O)Nc1ccncc1
    1.2	8.5	-10.1	-14.1	10.1	27.0	-11.2	2.1	-0.3	-7.9
11	COc1ccc(-n2nc3cc(C)c(NC(C)=O)cc3n2)cc1
    0.3	-3.4	-10.3	-17.6	10.3	4.7	-7.0	-8.0	1.8	-2.4
12	Cc1ccc(C2=NCCn3c2c2ccc(C(F)(F)F)cc2[n+]3[O-])cc1
    -0.8	3.7	-18.7	-11.3	18.7	3.5	-3.6	7.2	0.0	-10.1
13	Cc1ccc(S(=O)(=O)N2CCCC2C(=O)NCCc2nc3ccccc3[nH]2)cc1 (stereo not given)
    1.4	7.3	22.5	3.5	-22.5	-1.0	3.8	19.0	-0.6	-5.8
14	O=C(CCC(=O)N1CCOc2ccccc21)Nc1cc(F)ccc1F
    3.8	3.7	0.7	-9.1	-0.7	-4.0	-2.3	-5.5	-0.9	9.7
15	Cc1cc(C)cc(C(=O)NCC(=O)OCC(=O)N2c3ccccc3NC(=O)C2(C)C)c1
    0.4	3.1	18.7	-5.8	-18.7	-2.4	-2.7	/	-1.5	-7.3
16	Nc1cc(N)cc(C(=O)OCC(=O)Nc2cc(S(=O)(=O)N3CCCCC3)ccc2Cl)c1
    3.7	-1.0	-26.8	-9.3	26.9	-1.6	-8.4	0.5	0.4	-0.4
17	COc1ccc2c(-c3cccnc3)cc(=O)[nH]c2c1
    6.0	3.4	20.7	-14.2	-20.7	-3.4	-1.2	-4.3	-0.5	1.4
18	CCOC(=O)Cc1nc(-c2ccc(Cl)cc2)n[nH]1
    -1.3	8.5	2.4	-7.5	-2.4	13.2	-7.6	-7.2	-3.2	16.3
19	Cc1cc(C(=O)CSc2nnnn2C)c(C)n1CCc1ccc(Cl)cc1
    1.7	8.6	-70.1	-11.8	?	-1.6	1.6	7.1	0.7	1.4
20	O=C(c1ccccc1)N(c1ccccc1)c1nccc2ccccc12
    -4.8	-1.4	-30.4	-5.5	30.4	-3.2	1.1	-1.6	-0.5	-8.7

(more compounds)
Each structure is followed by: HTR5A ag	RTF Ca sens act	SR-BI uptake up	PvdQ acylase	SR-BI HDL uptake	Wnt bcat act	dFosB activator	Rtt109 HAT inh	CDK5 p35 inh	MITF act
21	Cc1ccc(CO/N=C\Cc2snc(Sc3ncc(C(F)(F)F)cc3Cl)c2C#N)cc1
    3.3	-5.9	-7.7	8.7	7.7	/	-6.3	3.4	3.7	-15.1
22	CC(CCc1ccco1)NC(=O)Cn1ncc2c(=O)oc3ccccc3c21 (stereo not given)
    -0.4	9.1	25.7	2.9	-25.7	-4.4	-6.3	21.4	0.5	-5.5
23	CN(C(=O)COC(=O)C1CCN(S(=O)(=O)c2c(Cl)cccc2Cl)CC1)C1CCCCC1
    -1.9	2.0	-23.1	-11.4	23.1	-2.4	-7.8	4.1	1.1	10.8
24	CC(C)CNC(=O)C(=O)Nc1ccc2c(c1)N(S(=O)(=O)c1cccs1)CCC2
    -0.6	-12.4	-34.3	2.4	34.3	2.0	6.5	11.7	-0.2	4.6
25	CCn1c(C)nc2cc(C(=O)NNC(=S)Nc3ccccc3Cl)ccc21
    10.0	3.3	1.6	15.6	-1.6	23.3	-1.2	6.9	1.4	54.5
26	C=CCn1c(Cc2cccs2)nnc1SCC(=O)NC1CC1
    1.4	-0.9	22.1	-7.7	-22.1	1.9	2.5	-10.9	1.4	-2.5
27	Cc1c(C(=O)NCc2ccc(S(N)(=O)=O)cc2)oc2ccc(Cl)cc12
    /	/	-12.6	8.3	12.6	-3.3	10.5	8.6	0.3	-9.2
28	Cc1ccc(-c2nn(C)c(=O)c3ccccc23)cc1CNC(=O)NC1CCCCC1
    2.4	-1.7	-13.0	-12.2	13.0	2.4	3.6	-8.0	-0.7	/
29	CC(C)(CO)NS(=O)(=O)c1ccc2c(c1)Cc1cc(S(=O)(=O)NC(C)(C)CO)ccc1-2
    3.9	0.1	27.4	-9.7	-27.4	8.7	-3.4	-9.1	-0.7	-1.4
30	O=C(COc1ccc(Br)cc1)NCCCN1CCCC1=O
    3.5	-2.2	9.8	-5.2	-9.8	-4.9	2.6	0.3	1.6	4.7
31	CC1=NN(C(=O)c2nn(C)cc2Br)C(O)(C(F)(F)F)C1 (stereo not given)
    -6.6	-7.0	2.8	6.6	-2.8	0.5	3.5	5.1	-0.8	-1.9
32	COc1cc(OC)c(C(=O)OCC(=O)Nc2ccccc2Cl)cc1OC
    -0.6	-3.6	/	9.2	/	-1.4	-0.3	12.8	0.5	-9.3
33	COc1ccc(C(NC(=O)c2ccco2)c2ccc(OC)c(OC)c2)cc1OC
    3.1	0.7	15.8	12.0	-15.8	-0.5	-5.7	46.6	-0.8	4.5
34	O=C(c1cccc(S(=O)(=O)N2CCCCCC2)c1)N1CCN(c2ccccc2)CC1
    2.6	2.6	13.5	-13.2	-13.5	-1.7	-5.5	3.0	0.5	-4.5
35	Cc1ccsc1C(=O)Nc1ccc(C(=O)O)cc1
    -1.2	2.9	8.5	1.1	-8.5	/	6.8	1.5	7.2	-6.8
36	O=C(CN1C(=O)NC2(CCCc3ccccc32)C1=O)N1CCc2ccccc2C1 (stereo not given)
    0.3	1.2	-3.6	6.0	3.6	-0.9	2.9	0.3	-0.9	-1.1
37	COc1cccc(NC(=O)N2CCN(S(C)(=O)=O)CC2)c1
    4.4	2.7	5.2	-6.0	-5.2	/	-2.0	-2.8	-0.2	13.3
38	C[n+]1cccc2c(Br)ccc([O-])c21
    3.5	-1.5	19.0	2.4	-19.0	1.1	1.3	-2.2	4.2	/
39	CCCCNC(=O)c1cc2nc(-c3ccccc3)cc(C(F)(F)F)n2n1
    -0.1	-3.5	-15.4	-3.6	15.4	-0.9	-8.3	-9.3	-4.8	/
40	CCCn1c(SC(C)C(=O)NC2CC2)nnc1-c1ccncc1 (stereo not given)
    0.4	-4.6	30.4	2.4	-30.4	-3.8	0.5	1.6	-0.3	7.8

(list continues)
Each structure is followed by: HTR5A ag	RTF Ca sens act	SR-BI uptake up	PvdQ acylase	SR-BI HDL uptake	Wnt bcat act	dFosB activator	Rtt109 HAT inh	CDK5 p35 inh	MITF act
41	O=C1c2ccccc2C(=O)C1C(=O)C1CC1
    0.3	-1.0	19.4	2.8	-19.4	-2.9	7.3	0.0	-0.5	7.9
42	COc1ccc2c(c1OC)C(=O)OC2Nc1nc(-c2cc3cc(Br)ccc3oc2=O)cs1 (stereo not given)
    -0.4	8.0	-2.2	-5.7	2.2	50.9*	-7.8	14.0	-0.4	144.3*
43	CC(OC(=O)CCCc1nc2ccccc2s1)C(=O)NC(N)=O (stereo not given)
    1.9	1.6	/	-12.8	/	-0.6	2.8	-3.0	0.6	-14.0
44	Cc1ccc(-c2nnn(CC(=O)N(c3cccc(F)c3)C(C(=O)NC3CCCC3)c3ccncc3)n2)o1 (stereo not given)
    -2.7	-6.7	2.8	-16.7	-2.8	0.9	-3.6	-9.8	-0.2	4.0
45	O=C(c1ccc[nH]1)N1O[C@@H]2C=C[C@H]1C2
    1.2	-0.4	6.2	-15.1	-6.2	-0.5	-2.8	-0.1	-0.9	4.4
46	COc1ccc(C(=O)Nc2cccc(-c3ccc4nncn4n3)c2)cc1
    1.5	-0.7	/	-12.4	/	-0.6	-29.3	-10.3	-2.4	8.0
47	CCCN1CCN(C(=O)Nc2cccc(C(F)(F)F)c2)CC1
    -2.0	-7.9	1.5	7.1	-1.5	-5.2	-2.1	/	-1.1	-2.9
48	CC(=O)c1ccc(NC(=O)CSc2ccsc2[N+](=O)[O-])cc1
    9.4*	3.6	-56.2	5.4	56.2	1.6	-16.3	4.1	-2.0	15.2
49	Cc1oc(C(C)(C)C)cc1C(=O)Nc1cccc(/C=C/C(=O)O)c1
    2.3	-5.3	-0.4	2.4	0.4	/	0.3	4.8	-0.6	-4.7
50	CCOC(=O)N1CCC(=NNc2ccc(S(=O)(=O)N3CCOCC3)cc2[N+](=O)[O-])CC1
    7.6	7.4	-14.1	29.9	14.1	-3.4	-4.7	-3.8	0.0	-7.6
